TLR4-MyD88 BLA: blocks binding of human TLR4 to MyD88 | O00206+Q99836 | HeLa CL3-4 TLR4/MyD88 BLA complementation, FRET ratio | inhibition, % at 8.4 µM | actives 0.18% (n = 200,000) | AID 861; in the data active = inhibition above about 25%;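 note: 0% = vehicle and 100% = reference inhibitor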
Diaphorase inh: diaphorase inhibition or chemical oxidation counter-screen; diaphorase resazurin-to-resorufin fluorescence, NADH, 16 min; bacterial (C. kluyveri) enzyme, not human; AID 1217; actives 0.69% (n = 190,000); inhibition, % at 20 µM;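 active = primary screen inhibition at 20 µM above a set limit, cut at about 50% in these data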;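 note: plate controls were DMSO with full reaction for no effect and wells lacking NADH for full effect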
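controls = No-NADH positive control and DMSO neutral control | system = Clostridium kluyveri diaphorase enzyme | timing = reaction incubation of 16 min at room temperature | signal = resorufin fluorescence 544/590 nm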
G6PDH CS: counter-screen for G6PDH assay hits: L. mesenteroides G6PDH inhibition; Purified L. mesenteroides G6PDH, diaphorase/resazurin coupled fluorescence, 45 min; inhibition, % at 5 µM; actives 0.12% (n = 200,000); AID 1020; in the data active = inhibition above about 50%
APP 5UTR inh: APP translation inhibition | SH-SY5Y APP 5'UTR-luciferase reporter, luminescence | inhibition, % at 2 µM | actives 0.82% (n = 190,000) | AID 1285;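 active = inhibition above a set limit, derived from the sample mean plus 3 SD, cut at about 45% in these data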; note: values of inactives mirror those of a sister screen read the other way
FLuc act counter: firefly luciferase counter-screen for stimulation assays; P08659; ATPlite luciferase biochemical, luminescence, 10 min; 0 = ATP-free wells, 1 = DMSO control; activation factor at 10 µM; 200,000 tested, under 10 active; AID 1027;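 active = luciferase activation factor, scaled between plate controls, of at least 2 with compound at 10 µM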
Target sequence (P08659 whole entry, looked up): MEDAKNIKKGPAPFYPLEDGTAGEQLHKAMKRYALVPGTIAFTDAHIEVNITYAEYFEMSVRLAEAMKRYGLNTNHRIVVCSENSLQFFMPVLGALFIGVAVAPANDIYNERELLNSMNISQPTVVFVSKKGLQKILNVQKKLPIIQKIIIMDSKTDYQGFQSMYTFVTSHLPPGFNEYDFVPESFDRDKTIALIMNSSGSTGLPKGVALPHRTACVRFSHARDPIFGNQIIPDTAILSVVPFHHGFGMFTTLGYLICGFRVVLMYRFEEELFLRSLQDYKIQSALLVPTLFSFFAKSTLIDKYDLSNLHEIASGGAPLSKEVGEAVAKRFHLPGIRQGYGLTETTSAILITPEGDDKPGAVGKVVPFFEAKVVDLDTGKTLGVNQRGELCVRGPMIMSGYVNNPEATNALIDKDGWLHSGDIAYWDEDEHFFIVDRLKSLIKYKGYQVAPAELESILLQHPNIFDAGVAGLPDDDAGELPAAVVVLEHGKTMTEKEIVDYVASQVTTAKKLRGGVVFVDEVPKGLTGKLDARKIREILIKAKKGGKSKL
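Assay system: Luciferase/luciferin detection reagent, cell-free biochemical luciferase assay / Also added: ATP substrate / Schedule: 10 min at ambient temperature / Measured by: luminescence measurement of luciferase light output / Benchmarks: low control with PBS replacing ATP, high control enzyme plus ATP without compound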
NF-kB expr up: NF-kB expression increase, human neuronal cells. AID 1239. NF-kB reporter expression; active compounds read high. fold change at 12.5 µM. actives 1.6% (n = 190,000); in the data active = fold change above about 3.3
FLuc inh counter: Photinus pyralis luciferase inhibition counter-screen | ATPLite firefly luciferase biochemical luminescence, 10 min | inhibition, % at 10 µM | actives 1.5% (n = 200,000) | AID 1006;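 active = inhibition above about 50% when tested at 10 µM, limit read from the data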
Diaphorase act: activates diaphorase or chemically reduces, flagging diaphorase assay artifacts; actives 0.005% (n = 190,000); Diaphorase/resazurin coupled assay, resorufin fluorescence, 16 min; active compounds read high; 1 = vehicle wells, 0 = NADH-free wells; activation factor at 20 µM;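 active = diaphorase activity raised at least twofold by the compound at 20 µM; inactive = activation factor below 2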
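Measured by – red resorufin fluorescence at 544/590 nm excitation/emission · Test system – Clostridium kluyveri diaphorase, purified enzyme · Incubation – reaction time 16 min, room temperature · Buffer or medium – 50 mM HEPES pH 7.4 with 4.542 mM MgCl2, 0.005% Tween 20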
APP 5'UTR act: APP 5'UTR luciferase reporter activation; SH-SY5Y APP 5'UTR luciferase reporter, luminescence; zero percent = DMSO vehicle wells; activation, % at 2 µM; actives 1% (n = 190,000); AID 1276;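 active = activation above a set limit, based on mean plus 3 SD of controls, cut at about 140% in these data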; note: values of inactives mirror those of a sister screen read the other way
STAT1 activator: STAT1 signaling activation. NIH 3T3 STAT1-luciferase reporter, IFN-gamma, luminescence; 100% = IFN-gamma alone, no compound. activation (% of control), % at 5.5 µM. actives 2.6% (n = 200,000). AID 932;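 active = activation above the screen-wide mean activation plus 3 SD, cut at about 130% in these data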;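 note: raw ratio to IFN-gamma control signal so 100% means no change and 0% no light; values of inactives mirror those of a sister screen read the other way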
* = called active by the depositor; nt = not tested or not shown.

SMILES	TLR4-MyD88 BLA	Diaphorase inh	G6PDH CS	APP 5UTR inh	FLuc act counter	NF-kB expr up	FLuc inh counter	Diaphorase act	APP 5'UTR act	STAT1 activator
Nc1cccc(C(=O)N/N=C/c2ccsc2)c1	-9	10	5	6	0.8	1.1	20	0.9	-5	116
CCOc1ccc(N2CC(C(=O)Nc3cc(C)on3)CC2=O)cc1 (centres undefined)	-2	3	-6	-16	1	1.4	-5	1	16	97
O=C(NCCCN1CCCC1=O)Nc1ccc(F)c(Cl)c1	-3	7	3	-2	1	1.4	-4	0.9	2	105
COC(=O)C(C)N1C(=O)S/C(=C\c2cc(C)n(-c3ccccn3)c2C)C1=O (centres undefined)	4	13	0	-109	0.4	2.9	56*	0.9	109	125
C[N+](C)(C)CCNC(=O)c1c(O)c2c([nH]c1=O)CCCC2	1	7	-19	-10	1	0.95	0	0.9	10	107
Cc1c(C(=O)N2CCCCCC2)nnn1-c1nonc1N	4	-8	4	-1	1	1.1	-1	1.1	1	107
COc1ccc(CN(C(=O)c2ccco2)c2ccc(C)c(C)c2)cc1	-17	31	15	-13	1.1	1.2	-5	0.7	13	95
COc1ccc(-c2nc(C)c(C(C)=O)n2O)cc1[N+](=O)[O-]	0	7	1	-25	0.7	1.2	28	0.9	25	109
CCN(CC)c1ccc(NC(=O)CSc2nnc3nc(C)cc(C)n23)cc1	1	12	11	1	1	1.4	1	0.9	-1	100
CCOC(=O)C1CCCN(CCC(=O)Nc2ccc(F)c(F)c2)C1 (centres undefined)	4	10	16	-10	1	1.5	0	0.9	10	97
CCOc1ccc(CCNC(=O)C(CC)n2nc(C)n3c(cc4sccc43)c2=O)cc1OCC (centres undefined)	7	-5	11	-17	1	1.2	-3	1.1	17	94
CCOc1ccc(NC(=O)C(C)Sc2nnnn2C)cc1 (centres undefined)	1	2	4	7	1	1.2	0	1	-7	104
COc1ccc(C(=O)NNC(=O)CSc2nnc(C)n2CC2CCCO2)cc1 (centres undefined)	-7	13	10	-29	1	1.1	-3	0.9	29	98
CCOc1ccccc1N1CCN(CC(=O)NCCc2ccc(S(N)(=O)=O)cc2)CC1	2	13	2	-6	1.1	0.96	-5	0.9	6	102
N#Cc1nc(N2CCCC2)nc(N2CCCC2)n1	3	-8	9	-9	1.1	0.79	-9	1.1	9	94
CCOCCCNC(=O)Cn1nc(-c2ccccc2)ccc1=O	1	11	15	-18	1	0.88	-2	0.9	17	95
S=C(NCCCN1CCOCC1)Nc1cccc(Cl)c1	10	4	7	-7	1.1	1.1	-8	1	7	101
O=C(COc1ncnc2ccccc12)NCc1ccc2c(c1)OCO2	-10	6	-6	-9	1.1	0.89	-7	0.9	9	100
CSc1ncccc1C(=O)OCC(=O)N1CCOCC1	3	12	-5	5	1	1.5	-4	0.9	-5	102
COc1ccc(N2CC(C(=O)N/N=C/c3ccc(C)cc3)CC2=O)cc1 (centres undefined)	2	17	13	83*	1	1.2	-4	0.8	-83	100
CC(On1nnc2ccccc21)C(=O)N1CCN(Cc2ccccc2)CC1 (centres undefined)	3	4	4	-17	1.1	1.1	-5	1	17	96
Cc1ccc(Oc2cc(NC(=O)CCCn3nc(C)c([N+](=O)[O-])c3C)cc([N+](=O)[O-])c2)cc1	-11	14	10	-3	1	0.81	0	0.9	3	101
O=C(CNS(=O)(=O)c1cccs1)N1CCc2ccccc2C1	-2	3	1	-35	1	1.6	1	1	35	112
Cc1cc(C)c(S(=O)(=O)N2CCCCC2C(=O)O)c(C)c1 (centres undefined)	-14	31	4	-7	1.1	1.1	-8	0.7	7	104
O=C(CN1C(=O)C(=O)N(Cc2ccco2)C1=O)NC1CCCCC1	-5	-4	10	-22	1	0.94	3	1	22	102

The last two compounds of the section above lead into the next.
SMILES	TLR4-MyD88 BLA	Diaphorase inh	G6PDH CS	APP 5UTR inh	FLuc act counter	NF-kB expr up	FLuc inh counter	Diaphorase act	APP 5'UTR act	STAT1 activator
Cc1cc(C)c(S(=O)(=O)N2CCCCC2C(=O)O)c(C)c1 (centres undefined)	-14	31	4	-7	1.1	1.1	-8	0.7	7	104
O=C(CN1C(=O)C(=O)N(Cc2ccco2)C1=O)NC1CCCCC1	-5	-4	10	-22	1	0.94	3	1	22	102
O=C(CSc1ccc([N+](=O)[O-])cc1)Nc1cccc(S(=O)(=O)Nc2ccccc2F)c1	18	33	12	5	1	0.96	0	0.7	-5	87
Nc1ncnc(N(c2ccccc2)C2CCCCC2)c1[N+](=O)[O-]	5	-8	8	-11	1	1.4	0	1.1	11	95
C/C(N)=C(/C#N)C(=O)COC(=O)c1ccccc1Cc1ccccc1	-5	20	-3	-5	1	1.2	-1	0.8	5	108
CCCCn1nnnc1NCc1cccs1	6	18	-12	6	1	1.2	-3	0.8	-6	99
O=[N+]([O-])c1ccc(C(=S)N2CCC(Cc3ccccc3)CC2)cc1	-7	14	-12	0	1	0.95	-3	0.9	0	102
CC1CCCCN1S(=O)(=O)c1ccc(S(=O)(=O)N2CCN(c3ccccc3)CC2)cc1 (centres undefined)	-4	7	2	2	1.1	1	-8	0.9	-2	108
CCOC(=O)c1cc(=O)n(Cc2ccccc2C)c2ccccc12	-5	16	-2	-3	1	0.99	-2	0.8	3	97
CCOc1ccc(N2C(=O)CC(n3nc(C)cc3C)C2=O)cc1 (centres undefined)	1	3	10	2	1.1	1.1	-12	1	-1	97
C/C(=N\NC(=O)CNC(=O)c1ccncc1)c1ccc(C)cc1	9	-8	14	-20	1	0.99	-1	1.1	20	95
O=C(CCC(=O)NNC(=O)COc1ccc(Br)cc1Br)NCc1ccccc1	-7	-12	10	12	1	1.1	1	1.1	-12	106
COc1ccccc1C1=NNC(=NCc2ccccc2)SC1	-10	10	-1	6	0.9	1.3	8	0.9	-6	99
CCn1c(C)[n+](CCOCC[n+]2c(C)n(CC)c3cc(Cl)c(Cl)cc32)c2cc(Cl)c(Cl)cc21	0	3	11	-20	1	0.89	-2	1	20	101
CNS(=O)(=O)c1cnccc1N1CCN(C)CC1	4	14	3	-5	1.1	1.2	-6	0.9	5	106
Cc1onc(C(=O)NN)c1C(=O)N1CCN(C(c2ccccc2)c2ccccc2)CC1	1	14	9	16	1.1	1.1	-8	0.9	-16	94
O=C(NCCN1CCCCCC1)C1CC(=O)N(CCc2ccccc2)C1 (centres undefined)	-3	-5	4	6	1	1	-3	1.1	-6	106
Cc1nnsc1C(=O)N/N=C/c1c(F)cccc1Cl	0	1	0	-18	1	1.1	-3	1	18	104
Cc1ccc(/C=N/NC(=O)C(C)Oc2ccccc2[N+](=O)[O-])s1 (centres undefined)	3	5	-1	-28	1.1	1.3	-8	1	28	95
CC(=O)[C@@]1(O)CC[C@H]2[C@@H]3CCC4=CC(=O)CC[C@]4(C)[C@H]3[C@@H](O)C[C@@]21C	-4	6	9	-56	1	0.57	-3	0.9	56	104
COc1ccccc1-n1cnc2sc(-c3ccccc3)cc2c1=O	2	5	6	-6	1	1.4	2	1	5	99
Cc1c(C(=O)OCC(=O)N2CC(=O)Nc3ccccc32)oc2ccccc12	-10	13	3	13	1.1	1.6	-5	0.9	-13	102
O=C(Nc1ccc(-c2nc3ccccc3[nH]2)cc1)c1ccc(N2C(=O)CCC2=O)cc1	-6	6	-2	-23	1.1	0.93	-9	0.9	23	95
CCOc1ccc(N2CC(C(=O)NC3=NCCS3)CC2=O)cc1 (centres undefined)	4	35	7	22	1	1.2	-2	0.7	-22	103
CCn1c(C)nc2c1C(=O)c1ccccc1C2=O	0	18	24	6	1.1	2.2	-8	0.8	-6	96
CC(C)(Oc1ccc(Cl)cc1)C(=O)Nc1ncccn1	-13	4	2	1	1	1.1	3	1	-1	97
COc1ccc(/C=C2\CN(Cc3ccccc3)C/C(=C\c3ccc(OC)cc3OC)C2=O)c(OC)c1	5	7	2	2	1	0.72	2	0.9	-2	97

In a second layout: 4 of the compounds above
> CNS(=O)(=O)c1cnccc1N1CCN(C)CC1
- TLR4-MyD88 BLA: 4
- Diaphorase inh: 14
- G6PDH CS: 3
- APP 5UTR inh: -5
- FLuc act counter: 1.1
- NF-kB expr up: 1.2
- FLuc inh counter: -6
- Diaphorase act: 0.9
- APP 5'UTR act: 5
- STAT1 activator: 106

> Cc1onc(C(=O)NN)c1C(=O)N1CCN(C(c2ccccc2)c2ccccc2)CC1
- TLR4-MyD88 BLA: 1
- Diaphorase inh: 14
- G6PDH CS: 9
- APP 5UTR inh: 16
- FLuc act counter: 1.1
- NF-kB expr up: 1.1
- FLuc inh counter: -8
- Diaphorase act: 0.9
- APP 5'UTR act: -16
- STAT1 activator: 94

> O=C(NCCN1CCCCCC1)C1CC(=O)N(CCc2ccccc2)C1 (centres undefined)
- TLR4-MyD88 BLA: -3
- Diaphorase inh: -5
- G6PDH CS: 4
- APP 5UTR inh: 6
- FLuc act counter: 1
- NF-kB expr up: 1
- FLuc inh counter: -3
- Diaphorase act: 1.1
- APP 5'UTR act: -6
- STAT1 activator: 106

> Cc1nnsc1C(=O)N/N=C/c1c(F)cccc1Cl
- TLR4-MyD88 BLA: 0
- Diaphorase inh: 1
- G6PDH CS: 0
- APP 5UTR inh: -18
- FLuc act counter: 1
- NF-kB expr up: 1.1
- FLuc inh counter: -3
- Diaphorase act: 1
- APP 5'UTR act: 18
- STAT1 activator: 104

Additional results follow:
SMILES	TLR4-MyD88 BLA	Diaphorase inh	G6PDH CS	APP 5UTR inh	FLuc act counter	NF-kB expr up	FLuc inh counter	Diaphorase act	APP 5'UTR act	STAT1 activator
CCOc1ccc(S(=O)(=O)N(CC(N)=O)c2ccc(C)cc2)cc1	-8	11	-3	-12	1.1	1.1	-6	0.9	12	98
CS(=O)(=O)NN1C(=O)c2ccccc2NC1c1ccccc1O (centres undefined)	-5	5	4	-6	1	1	-4	1	6	96
CC(C)c1nc(=S)n(-c2ccccc2)[nH]1	3	7	2	-11	1	1.2	-2	0.9	11	96
COc1ccc(NC(=O)C2CCCN2C(=O)Nc2cccc(F)c2)cc1 (centres undefined)	-12	2	6	-10	1	1.1	-3	1	10	102
CCCCCCOc1ccc(N2C(=O)CC(N(CCc3ccc(S(N)(=O)=O)cc3)C(C)=O)C2=O)cc1 (centres undefined)	10	15	20	10	1.1	nt	-6	0.9	-10	98
CCC(=O)Nc1ccc(C(=O)NNC(=O)c2ccccc2)cc1	0	6	19	-7	1.1	0.99	-8	0.9	7	107

A section from the list above, as a working copy:
SMILES	TLR4-MyD88 BLA	Diaphorase inh	G6PDH CS	APP 5UTR inh	FLuc act counter	NF-kB expr up	FLuc inh counter	Diaphorase act	APP 5'UTR act	STAT1 activator
CCCCCCOc1ccc(N2C(=O)CC(N(CCc3ccc(S(N)(=O)=O)cc3)C(C)=O)C2=O)cc1 (centres undefined)	10	15	20	10	1.1	nt	-6	0.9	-10	98
CCC(=O)Nc1ccc(C(=O)NNC(=O)c2ccccc2)cc1	0	6	19	-7	1.1	0.99	-8	0.9	7	107
